Compound activity: PubChem, Center for Chemical Genomics, University of Michigan
Dicer inh = inhibitors of Dicer pre-microRNA processing, primary screen, biochemical, cat-ELCCA, chemiluminescence; Endoribonuclease Dicer (Homo sapiens), Q9UPY3; cat-ELCCA pre-miR-21 Dicer processing; stronger effect = higher value; 47,000 compounds, 6% hits; AID 1347074, 2019; z-score at 25 µM; in the data active means z-score above about 3, passing the limit was not always enough;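 further: plate controls were vehicle for no effect and no enzyme for full effect; higher signal means more uncleaved substrate so more Dicer inhibition; strong numbers were not always called active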
Target sequence (Q9UPY3 whole entry, looked up): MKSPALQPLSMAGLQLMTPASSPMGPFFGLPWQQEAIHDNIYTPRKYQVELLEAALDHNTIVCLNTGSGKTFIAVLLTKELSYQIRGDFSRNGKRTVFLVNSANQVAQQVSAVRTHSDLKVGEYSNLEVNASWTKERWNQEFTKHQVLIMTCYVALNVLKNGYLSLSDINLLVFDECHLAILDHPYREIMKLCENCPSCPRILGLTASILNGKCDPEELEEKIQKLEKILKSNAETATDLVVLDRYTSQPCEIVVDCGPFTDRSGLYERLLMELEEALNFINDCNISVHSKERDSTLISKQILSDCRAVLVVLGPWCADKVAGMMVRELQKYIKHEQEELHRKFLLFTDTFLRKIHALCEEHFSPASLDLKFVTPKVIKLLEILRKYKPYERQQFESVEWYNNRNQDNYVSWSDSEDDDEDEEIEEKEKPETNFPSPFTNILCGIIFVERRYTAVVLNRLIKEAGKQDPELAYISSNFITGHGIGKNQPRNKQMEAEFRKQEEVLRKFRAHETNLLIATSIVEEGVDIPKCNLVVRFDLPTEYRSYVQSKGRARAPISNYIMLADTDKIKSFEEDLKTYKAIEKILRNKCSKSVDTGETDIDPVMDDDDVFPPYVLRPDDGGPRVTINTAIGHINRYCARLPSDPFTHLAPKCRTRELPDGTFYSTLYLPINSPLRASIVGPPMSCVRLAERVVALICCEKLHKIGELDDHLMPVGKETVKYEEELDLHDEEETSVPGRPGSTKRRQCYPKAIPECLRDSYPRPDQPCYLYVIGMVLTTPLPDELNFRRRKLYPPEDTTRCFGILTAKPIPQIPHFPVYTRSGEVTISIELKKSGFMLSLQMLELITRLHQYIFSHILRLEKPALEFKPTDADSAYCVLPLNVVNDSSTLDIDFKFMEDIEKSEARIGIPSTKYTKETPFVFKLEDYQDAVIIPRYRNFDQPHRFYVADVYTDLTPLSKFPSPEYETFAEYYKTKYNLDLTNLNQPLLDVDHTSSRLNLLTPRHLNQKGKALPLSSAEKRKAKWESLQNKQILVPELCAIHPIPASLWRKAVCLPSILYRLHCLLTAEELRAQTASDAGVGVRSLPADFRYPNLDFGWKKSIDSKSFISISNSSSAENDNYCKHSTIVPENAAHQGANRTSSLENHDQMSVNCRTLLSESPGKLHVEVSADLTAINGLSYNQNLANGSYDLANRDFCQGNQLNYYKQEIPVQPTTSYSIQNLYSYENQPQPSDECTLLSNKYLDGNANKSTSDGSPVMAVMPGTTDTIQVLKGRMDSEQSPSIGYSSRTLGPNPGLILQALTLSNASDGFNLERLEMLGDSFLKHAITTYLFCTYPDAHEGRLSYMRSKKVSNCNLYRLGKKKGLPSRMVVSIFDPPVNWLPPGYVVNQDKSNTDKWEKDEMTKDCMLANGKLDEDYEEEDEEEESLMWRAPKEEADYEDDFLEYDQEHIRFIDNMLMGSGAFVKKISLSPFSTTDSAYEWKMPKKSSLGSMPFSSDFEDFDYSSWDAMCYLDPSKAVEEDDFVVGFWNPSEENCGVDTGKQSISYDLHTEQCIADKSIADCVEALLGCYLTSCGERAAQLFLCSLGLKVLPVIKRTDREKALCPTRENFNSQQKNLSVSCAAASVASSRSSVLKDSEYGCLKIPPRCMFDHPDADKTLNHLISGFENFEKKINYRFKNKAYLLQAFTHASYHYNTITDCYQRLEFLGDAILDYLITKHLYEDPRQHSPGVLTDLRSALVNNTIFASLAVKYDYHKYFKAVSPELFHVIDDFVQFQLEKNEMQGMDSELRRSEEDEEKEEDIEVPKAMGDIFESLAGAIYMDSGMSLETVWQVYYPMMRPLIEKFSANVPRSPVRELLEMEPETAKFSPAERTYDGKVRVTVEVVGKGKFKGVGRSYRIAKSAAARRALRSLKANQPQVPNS
An asterisk follows results filed as active; & = joins results of further samples. An excerpt; count on the stated rates, not on these rows.

SMILES	Dicer inh
CN1C2CCC1CC(=NOC(=O)C1CCCCC1)C2	0.3
Cc1cc(C)c2c(c1)-c1cc(C)nn1C(c1cccnc1)N2 (configuration not stated)	-0.83
N=C(N)c1ccc(CS(=O)(=O)F)cc1	-0.97
CN1CC[C@@]2(C)c3cc(O)ccc3N(C)C12 (some centres not stated)	-2.09
Clc1ccc(CN2CCN(Cc3ccccc3Cl)CC2)cc1	1.28
CC(N)[C@H](O)c1ccc(O)c(O)c1 (some centres not stated)	4.12*
CC(=O)Nc1ccc(C#N)c(C(F)(F)F)c1	5.62*
CN(C)C(=O)Oc1noc2ccc(Cl)cc12	0.46
CCC(=O)N1N=C2C3CCN(CC3)C2C1c1ccccc1 (configuration not stated)	-0.47
CC12NC(Cc3ccccc31)c1ccccc12 (configuration not stated)	0.09
O=c1c2ccccc2nc(C(F)(F)F)n1-c1ccccc1	2.79
CCOC(=O)C1C2c3ccccc3C(c3ccccc32)C1C(=O)OCC (configuration not stated)	0.25
C=C(C)Cc1c(C)nc(SCC(=O)C(C)(C)C)nc1OC(=O)N(C)C	1.86
O=C(Cn1cc(C(=O)c2ccccc2)c2ccccc21)NCc1ccc2c(c1)OCO2	3.54*
CCC1(c2ccc(N)cc2)CCC(=O)NC1=O (configuration not stated)	-0.55
C[C@@]12C[C@H](O)CCN1CCc1ccccc12	0.35
Cc1cccc(Cl)c1NC1=NCCCS1	0.14
CCCN1CC[C@@H]2c3cc(O)ccc3CC[C@@H]21	0.79
CCC1(C2=NCCN2)Cc2ccccc2O1 (configuration not stated)	6.16
O=C(CNC1CCN(Cc2ccccc2)CC1)Nc1ccc(Cl)cc1C(=O)c1ccccc1Cl	-0.79
NC(Cn1oc(=O)[nH]c1=O)C(=O)O (configuration not stated)	0.52
CCCn1c(=O)c2[nH]c(C3CCCC3)nc2n(CCCOC(=O)c2ccc(S(=O)(=O)F)cc2)c1=O	-1.67
Cc1nc2c(c(=O)[nH]1)C(c1ccccc1Cl)c1c(c3ccccc3oc1=O)O2 (configuration not stated)	-1.23
CC(=O)N1N=C2C3CCN(CC3)C2C1c1ccccc1 (configuration not stated)	0.54
O=c1c2ccccc2nc(/C=C/c2ccc([N+](=O)[O-])o2)n1-c1ccc(O)cc1	0.79
Nc1ccc(Cc2ccc(N)cc2)cc1	7.57*
Cc1nc2c(c(=O)[nH]1)C(c1ccc([N+](=O)[O-])cc1)c1c(c3ccccc3oc1=O)O2 (configuration not stated)	-1.73
Nc1ccc(CCN2CCN(c3cccc(C(F)(F)F)c3)CC2)cc1	0.17
CN1CCN(c2ncc(C#N)c(N)n2)CC1	0.57
FC(F)(F)c1nnc(N2CCNCC2)s1	-0.25
c1coc(CNCCc2ccc3c(c2)OCO3)c1	7.68*
Cc1cccc(NC2=NCC(C)(C)S2)c1	-0.54
CC1(C)Cc2nc(N3CCCC3)c(C#N)cc2CS1	1.62
NC(N)=NOCCC(N)C(=O)O (configuration not stated)	0.17
CSc1nc(OC(=O)N(C)C)cc(-c2ccccc2)n1	3.69*
CP(=O)(O)C1=CCNCC1	-0.92
Cc1ccc2c(c1)-c1cc(C)nn1C(c1cccnc1)N2 (configuration not stated)	1.69
CC1(C)CCC(C)(C)c2cc(-c3csc(CC#N)n3)ccc21	0.14
O=C1c2ccccc2C(=O)N1c1ccc2c(C(F)(F)F)cc(=O)oc2c1	-0.63
CC(=O)OC1CCC2(C)C3CCC4(C)C(OC(C)=O)CCC4C3CC(O)[C@@]2(O)C1 (some centres not stated)	0.87
O=c1c2ccccc2[se]n1-c1ccccc1	32.8
CC[C@@H](CO)NC(=O)[C@@H]1C=C2c3cccc4[nH]cc(c34)C[C@H]2N(C)C1	-0.21
CC1(C)SCN2C(=S)N(c3ccc([N+](=O)[O-])cc3)C(=O)C21 (configuration not stated)	-1.5
O=c1c2ccccc2[nH]c(=S)n1-c1ccc(F)cc1F	0.83
Cn1c(O)c(C(=O)c2ccccc2Cl)c(=O)n(C)c1=O	-5.51
C[C@]12CCC(=O)C(O)=C1CC[C@@H]1[C@@H]2CC[C@]2(C)C(=O)CC[C@@H]12	0.23
C[C@@H]1C[C@@H]([C@H](O)CC2CC(=O)NC(=O)C2)C(=O)[C@@H](C)C1	-0.36
CCCN(CCC)[C@@H]1CCc2cccc(O)c2C1	-1.01
CN(C)C(=O)Oc1nc(-c2cccs2)cc(C(F)(F)F)c1C#N	1.07
CN1C(=O)CCS(=O)(=O)C1c1ccc(Cl)cc1 (configuration not stated)	3.49
CNC(=O)Nc1ccc(C(O)(C(=O)OC)C(F)(F)F)cc1 (configuration not stated)	-1.34
COc1cc2c(cc1OC)-c1c(OC)c(OC)cc3c1C(C2)N(C)CC3 (configuration not stated)	-4.55
C=CCC1(CC(C)C)C(=O)NC(=O)NC1=O	0.12
S=C1NC2=C(CCc3ccccc32)C(c2cccnc2)N1 (configuration not stated)	-0.78
CN(C)C(=O)O/N=C(\N)c1ccc(C2SCCS2)cc1	-2.51
COc1ccc2oc3c(c2c1)NC(=O)CN=C3c1ccc(F)cc1	3.32*
CNCCc1ccc(O)c(O)c1	0.35
CC(=O)N1N=C2C3CCN(CC3)C2C1c1cccc2ccccc12 (configuration not stated)	-0.36
Cc1cccc(-n2c(/C=C/c3ccc([N+](=O)[O-])o3)nc3ccccc3c2=O)c1	2.86
CCCc1c(C)nc(-c2ccc(C)cc2)nc1OC(=O)N(C)C	2.35

(list continues)
SMILES	Dicer inh
COc1ccccc1-n1c(-c2cccs2)nc2ccccc2c1=O	2.56
CC(N)Cc1c[nH]c2ccc(OCc3cccs3)cc12 (configuration not stated)	0.61
Nc1ccc(Oc2ccc(N)cc2)cc1	2.52
CC12CCC3C4CCC(=O)C=C4CCC3C1CC[C@]2(C)O (some centres not stated)	-0.7
Cc1cc(Br)c(NC(=O)C(Cl)(Cl)Cl)c(Br)c1	-1.12
C[C@]12N[C@H](Cc3ccccc31)c1ccccc12	1.23&1.77
CC(C)CC(NP(=O)(O)O[C@@H]1O[C@@H](C)[C@H](O)[C@@H](O)[C@H]1O)C(=O)NC(Cc1c[nH]c2ccccc12)C(=O)O (some centres not stated)	-2.35
O=C1CCCN1CC#CCN1CCCC1	-0.11
Cc1ccc(NC2=NCC(C)(C)S2)cc1	-0.43
CN(C)C(=O)Oc1nnc(SCC(=O)c2ccc3c(c2)OCCO3)n1C1CC1	0.89
C[C@]12Cc3cn[nH]c3C[C@@H]1CC[C@@H]1[C@@H]2CC[C@@]2(C)[C@H]1CC[C@]2(C)O	0.51
COc1ccccc1CCNCc1ccc2c(c1)OCO2	3.34*
CN(C)C(=O)Oc1ccnc(SCc2c(F)cccc2Cl)n1	-0.81
COc1ccccc1C1CCN(c2ccc([N+](=O)[O-])c(C(F)(F)F)c2)CC1	0.23
O=C(O)CCCN1CC=C(c2ccccc2)CC1	-0.12

Looked up above:
Entry of COc1ccccc1-n1c(-c2cccs2)nc2ccccc2c1=O in Dicer inh: 2.56
Entry of Nc1ccc(Oc2ccc(N)cc2)cc1 in Dicer inh: 2.52

The list continues:
SMILES	Dicer inh
S=C(c1ccc(Cl)cc1)N1CCOCC1	-0.93
O=C(NC(=S)Nc1ccccc1OC(F)(F)F)Oc1ccccc1	-4.46
CNC(=O)O/N=C/c1ccc(F)c(Cl)c1	-2.66
NC(N)=NOCC[C@H](N)C(=O)O	-1.06
C#CCSc1nc2ccccc2c(=O)n1-c1ccccc1OC	0.57
Fc1ccccc1CCNCc1ccc2c(c1)OCO2	1.53
O=C(N1CCc2ccccc2C1)C(Cl)(Cl)Cl	0.11
COc1ccc(C(=O)N2CCCC2=O)cc1	-0.96
O=C(c1ccccc1F)c1cn(CC(=O)N2CCCC2)c2ccccc12	-2.22
CN(C)C(=O)Oc1nnc(SCCS(=O)(=O)c2ccc(F)cc2)n1-c1ccccc1	0
N#CC(=Cc1ccc(O)c(O)c1)C(N)=S	-2
O=C(NC(=O)c1ccccc1Cl)Nc1ccc2c(c1)S(=O)(=O)C=C2	-1.59
NCCc1c[nH]c2ccc(C(N)=O)cc12	0.31
Cc1cccc(NC2=NCCCS2)c1	2.69
CC(C)NC(C)Cc1ccc(I)cc1 (configuration not stated)	-0.02
CC(C)(C)c1ccc(/C=C/[N+](=O)[O-])cc1	-3.61
C[C@]12CC[C@H]3[C@@H](CCC4=CC(=O)CC[C@@H]43)[C@@H]1CC[C@@H]2O	3.23
Cc1ccc2nc(C)n(-c3ccc(F)cc3)c(=O)c2c1	-0.78
CC[C@H](C)[C@H]1O[C@]2(C=C[C@@H]1C)C[C@@H]1C[C@@H](C/C=C(\C)C(O[C@H]3C[C@H](OC)C(O[C@H]4C[C@H](OC)[C@@H](O)[C@H](C)O4)[C@H](C)O3)[C@@H](C)/C=C/C=C3\CO[C@@H]4[C@H](O)C(C)=C[C@@H](C(=O)O1)[C@]34O)O2 (some centres not stated)	1.15
CC(C)(C)OC(=O)N[C@@H](CCCN=C(N)N[N+](=O)[O-])C(=O)O	0.75
CN1C2CCC1CC(OC(c1ccccc1)c1ccccc1N)C2 (configuration not stated)	-0.43
O=C(c1cccs1)C1CN2CCC1CC2 (configuration not stated)	0.72
CC12CN3CC(C)(CN(C1)C3c1cccs1)C2 (configuration not stated)	-1.38
CC[N+]1(C)CCCC(OC(=O)C(O)(c2ccccc2)c2ccccc2)C1 (configuration not stated)	-0.07
CC1CN(Cc2ccccc2)CCN1 (configuration not stated)	0.02
COc1ccc(OC)c(CC2C(=O)N(C)C(=O)N(C)C2=O)c1	-4.66
COc1ccc(C2SCC(=O)Nc3c2c(=O)[nH]n3C(C)C)cc1OC (configuration not stated)	0.22
COc1ccc(OC)c(C2=NCC(=O)Nc3c2oc2ccc(Cl)cc32)c1	-0.09
O=c1ccc2cc(O[C@@H]3O[C@H](CO)[C@@H](O)[C@H](O)[C@H]3O)c(O)cc2o1	0.83
Fc1ccc(CNC2CN3CCC2CC3)cc1 (configuration not stated)	3.09*
CCCCCCCCCCCCCC(=O)O[C@@H]1[C@@H](C)[C@@]2(O)[C@@H](C=C(CO)C[C@@]3(O)C(=O)C(C)=C[C@@H]23)C2C(C)(C)[C@@]21OC(C)=O (some centres not stated)	-1.38
C[N+](C)(C)CC(=O)O	0.47
CCOC(=O)N(C)c1ccc(C(O)(C(=O)OCC)C(F)(F)F)cc1 (configuration not stated)	-2.43
CC1CN=C(Nc2ccc(F)c(Cl)c2)S1 (configuration not stated)	-0.76
CC1(C)C2CCC1(C)C(N1CCNCC1)C2 (configuration not stated)	2.12
Cc1ccc(CN2CCN(C(C)C)CC2)cc1	2.86
O=c1[nH]c2ccccc2n1CCCN1CCC(n2c(=O)[nH]c3cc(Cl)ccc32)CC1	0.71
CSC1=NN1c1cc(C)nc(N)n1	0.78
Cc1nc(-c2ccc3c(c2)C(C)(C)CCC3(C)C)cs1	-1.01
CN(C(=O)c1ccccc1C(F)(F)F)c1ccc(Cl)cc1C(=O)c1ccccc1	-2.19
COc1ccc2[nH]cc(CN(C)C)c2c1	-0.72
O=C1CCN(C(=O)c2ccccc2)CC1	0.21
O=C(NC1CN2CCC1CC2)c1cc2ccoc2cn1 (configuration not stated)	-0.59
C(#CCN1CCOCC1)COCC#Cc1ccccc1	13.3
COc1ccc(O)c(CN2CCN(Cc3ccc(Br)cc3)CC2)c1	5.12*
CC(C)(C)CC(=O)NC1CCSC1=O (configuration not stated)	-0.25
CCCCn1c(N)c(C(=O)OC)c2nc3ccccc3nc21	-7.15
COc1ccc(CSC2C(C(=O)NNC(=O)c3ccccc3)C3CCN2CC3)cc1 (configuration not stated)	1.36
O=c1c2ccccc2nc(/C=C/c2ccco2)n1-c1cccc(O)c1	2.16
CCCCCOc1ccc2c(c1)oc(=O)c1ccccc12	0.02
NCC(CC(=O)O)C1CCCCC1 (configuration not stated)	0.47
CSc1nc2cccc(F)c2c(=O)n1-c1ccc(C)c(C)c1	0.5
CCOC(=O)c1c(C)nc2c(C3CCCN3C)cccn12 (configuration not stated)	-0.52
Cn1cc(C(=O)Cc2ccccc2)c2ccccc21	-0.57
Clc1cccc(CNCCc2c[nH]c3ccccc23)c1	1.41
Clc1cccc(NC2=NCCS2)c1Cl	3.6*
Cc1ccc(NC2=NCCS2)c(C)c1	1.6
O=C1C2CN3CCN(C2)CC1(c1ccccc1)C3	1.35
Cc1ccc(S(=O)(=O)N2CCCCC2c2cccnc2)cc1 (configuration not stated)	-0.61
COc1ccc2c(c1O)-c1cccc3c1[C@@H](C2)N(C)CC3	1.13

22 neighbouring records from above:
SMILES	Dicer inh
Cc1nc(-c2ccc3c(c2)C(C)(C)CCC3(C)C)cs1	-1.01
CN(C(=O)c1ccccc1C(F)(F)F)c1ccc(Cl)cc1C(=O)c1ccccc1	-2.19
COc1ccc2[nH]cc(CN(C)C)c2c1	-0.72
O=C1CCN(C(=O)c2ccccc2)CC1	0.21
O=C(NC1CN2CCC1CC2)c1cc2ccoc2cn1 (configuration not stated)	-0.59
C(#CCN1CCOCC1)COCC#Cc1ccccc1	13.3
COc1ccc(O)c(CN2CCN(Cc3ccc(Br)cc3)CC2)c1	5.12*
CC(C)(C)CC(=O)NC1CCSC1=O (configuration not stated)	-0.25
CCCCn1c(N)c(C(=O)OC)c2nc3ccccc3nc21	-7.15
COc1ccc(CSC2C(C(=O)NNC(=O)c3ccccc3)C3CCN2CC3)cc1 (configuration not stated)	1.36
O=c1c2ccccc2nc(/C=C/c2ccco2)n1-c1cccc(O)c1	2.16
CCCCCOc1ccc2c(c1)oc(=O)c1ccccc12	0.02
NCC(CC(=O)O)C1CCCCC1 (configuration not stated)	0.47
CSc1nc2cccc(F)c2c(=O)n1-c1ccc(C)c(C)c1	0.5
CCOC(=O)c1c(C)nc2c(C3CCCN3C)cccn12 (configuration not stated)	-0.52
Cn1cc(C(=O)Cc2ccccc2)c2ccccc21	-0.57
Clc1cccc(CNCCc2c[nH]c3ccccc23)c1	1.41
Clc1cccc(NC2=NCCS2)c1Cl	3.6*
Cc1ccc(NC2=NCCS2)c(C)c1	1.6
O=C1C2CN3CCN(C2)CC1(c1ccccc1)C3	1.35
Cc1ccc(S(=O)(=O)N2CCCCC2c2cccnc2)cc1 (configuration not stated)	-0.61
COc1ccc2c(c1O)-c1cccc3c1[C@@H](C2)N(C)CC3	1.13
